KOR beta-arrestin-1: kappa opioid receptor activators – cell-based, luminescence, uHTS, primary screen (AID 1777); KOR beta-arrestin recruitment, luminescence; higher % means a stronger effect; activation, % at 10 µM; hits with a dose series show EC50 in µM; 0.02% of 280,000 active; in the data active = activation above about 50%, passing the limit was not always enough; also: a part of the inactive calls stands beside numbers as strong as those of hits
LYP phosphatase: PTPN22 lymphoid phosphatase activity blockers – biochemical, fluorescence intensity, uHTS (AID 1779). recombinant LYP phosphatase, fluorescence intensity; higher % means a stronger effect. one-dose inhibition, % at 11.5 µM; IC50 in µM for titrated hits. 0.054% of 290,000 active;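 also: plate controls were vehicle with enzyme for no effect and no enzyme for full effect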
TNAP activators: stimulation of alkaline phosphatase TNAP activity – biochemical, luminescent, no phosphate acceptor, uHTS, primary screen (AID 1001); activation fold at 20 µM, or EC50 in µM where a hit was titrated; purified TNAP, luminescent activation assay, no phosphate acceptor; higher activation fold means a stronger effect; 0.03% of 200,000 active; in the data active = activation fold from about 3, or a potency from the dose series; inactive = the rest, 99 in 100 with activation fold below about 1.6; also: many of its hits are not listed in these tables
KOR beta-arrestin-2: KOR antagonists, beta-arrestin recruitment, cell-based, luminescence, uHTS (AID 1778); KOR beta-arrestin recruitment, luminescence, antagonist mode; higher % means a stronger effect; inhibition, % at 10 µM, or IC50 in µM where a hit was titrated; 0.091% of 290,000 active; also: strong numbers were not always called active
PMI inhibition: human PMI inhibitors, high substrate, primary screen, biochemical, fluorescence intensity, high mannose 6-phosphate (AID 1220); recombinant PMI enzyme, coupled fluorescence intensity; higher % means a stronger effect; one-dose inhibition, % at 20 µM; IC50 in µM for titrated hits; 0.66% of 190,000 active
human PMI inhibition: MPI enzyme activity inhibition – biochemical, fluorescence intensity, coupled assay, primary screen (AID 1209); purified PMI enzyme, coupled fluorescence intensity; higher % means a stronger effect; one-dose inhibition, % at 20 µM; IC50 in µM for titrated hits; 0.42% of 190,000 active;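 also: plate controls were DMSO vehicle for no effect and wells lacking substrate for full effect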
XIAP displacement: XIAP antagonists, biochemical, IAP family, fluorescence polarization (AID 1018). 0.007% of 200,000 active. displacement, % at 20 µM, or IC50 in µM where a hit was titrated. XIAP BIR domain, fluorescence polarization peptide displacement; higher % means a stronger effect; in the data active = displacement above about 50%; also: a part of the inactive calls stands beside numbers as strong as those of hits
NOD1 NF-kB reporter: NOD1 signaling inhibitors, primary screen, cell-based, luminescence, uHTS (AID 1578). NOD1-driven NF-kB luciferase reporter cells, luminescence; higher % means a stronger effect. 1% of 290,000 active. one-dose inhibition, % at 4 µM; EC50 in µM for titrated hits; in the data active = inhibition mostly above about 36%, no sharp cut-off; inactive = mostly below about 34%;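 also: HEK-293T reporter cells stimulated with the NOD1 agonist gamma-tri-DAP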
HEK293 NOD2/NF-kB: NOD2 signaling inhibitors, cell-based, luminescence, uHTS, HEK293 (AID 1566) | 0.63% of 290,000 active | HEK293 NOD2/NF-kB luciferase reporter, luminescence; higher % means a stronger effect | inhibition, % at 4 µM; hits with a dose series show EC50 in µM; also: many of its hits are not listed in these tables
An asterisk follows results filed as active; . = no result given; [ ] = dose if it differs, or a comment. Rule as the data show it, unless noted: active = inhibition above about 50%; inactive = the rest. These rows are one share of the data; count on the stated rates, not on these rows.

SMILES | KOR beta-arrestin-1 | LYP phosphatase | TNAP activators | KOR beta-arrestin-2 | PMI inhibition | human PMI inhibition | XIAP displacement | NOD1 NF-kB reporter | HEK293 NOD2/NF-kB
COc1ccc(-c2nc(CS(=O)CC(=O)NC3CCC(C)CC3)c(C)o2)cc1OC (stereo not given) | -0.8% | -9% | . | 11% | . | . | . | -44% | -36%
O=C(Nc1ccc(Cl)cn1)c1cccc(F)c1 | -1.3% | -11% | 1.1 | 6% | 0% | 2% | -4.9% | -11% | -96%
O=C(CCCN1C(=O)S/C(=C\C=C\c2ccccc2)C1=O)Nc1ccc(O)cc1 | 0.3% | -3% | . | 0% | . | . | . | -16% | -39%
CC(C)(C)NC(=O)CSc1nnc(-c2ccncc2)n1Cc1ccccc1 | -6.1% | -10% | 1 | -2% | -7% | -8% | 4.5% | 20% | 22%
CCCCn1c(N)c(S(=O)(=O)c2ccc(C)cc2)c2nc3ccccc3nc21 | 0.6% | -1% | 1.1 | -38% | 20% | 18% | 1.9% | -30% | 2%
O=S(=O)(c1ccccc1)N(Cc1ccc(Cl)cc1)c1ccncc1 | 11% | -9% | . | -31% | . | . | . | -17% | 12%
CC(C)(C)C(=O)Nc1nnc(SCc2ccc(F)cc2)s1 | -5.6% | -9% | 1.3 | 0% | -2% | -1% | -0.1% | -22% | 19%
Cc1ccc(Cl)cc1NC(=O)CCS(=O)(=O)c1cccc2nonc12 | 0.0% | -3% | . | 17% | . | . | . | -48% | -5%
CCOC(=O)c1c[nH]c2c(C(F)(F)F)cccc2c1=O | -5.1% | 2% | 1 | -10%[20 µM] | 3% | 1% | -6.9% | -12% | 7%
Cc1cccc(-n2c(=O)[nH]c3c(C(N)=O)nc(-c4ccccc4Cl)nc32)c1 | -1.5% | 2% | 1.3 | -5% | 11% | 12% | -13% | -20% | -4%
COc1cccc(-n2ccnc2SCC(=O)Nc2cc(C)on2)c1 | -1.3% | 3% | 1.1 | -35% | 12% | 10% | -3.3% | -45% | 16%
CC(C)(C)OC(=O)NN=C(c1ccc(O)cc1)c1ccc(O)cc1 | -1.5% | -8% | . | 5% | . | . | . | -14% | 2%
CCCC1=NN(c2ccc([N+](=O)[O-])cc2)C(=O)/C1=C\N(C)C | -0.9% | -10% | 1.1 | 37% | 0% | 9% | -5.6% | -16% | -6%
CC(C)(C)c1nc[nH]c(=O)c1Br | -4.5% | -4% | 1.1 | 0% | 9% | -1% | -0.3% | -22% | 2%
O=C(CSc1nnc(CNC(=O)c2c(F)cccc2Cl)o1)NCc1ccccc1 | 7.6% | -9% | . | -26% | . | . | . | -10% | 11%
Cc1cccc(NC(=O)Cc2ccc(F)cc2)c1 | -1.4% | -11% | 1 | 7% | 5% | 12% | -7.9% | -9% | 11%
CCC(CC)C1=NN2C(=N)/C(=C/c3ccc(OC(=O)c4ccco4)cc3)C(=O)N=C2S1 | -1.9% | -2% | . | -32% | . | . | . | 4% | -1%
CC(C)CNC(=O)c1cc([N+](=O)[O-])ccc1N1CCOCC1 | -3.9% | -11% | 1.1 | -2% | 4% | 1% | 2.8% | 1% | 15%
O=S(=O)(NC1CCCCC1N1CCN(c2ccccc2F)CC1)c1ccc(Cl)cc1 (stereo not given) | -1.8% | -9% | . | 13% | . | . | . | -6% | 16%
CCc1ccc(-n2c(SCc3cc(=O)n4cc(Br)ccc4n3)nc3[nH]ncc3c2=O)cc1 | -2.1% | 5% | 1.5 | 4% | -3% | -12% | -6.6% | 27% | 26%
O=C1C2C3c4ccccc4C(Br)(c4ccccc43)C2C(=O)N1c1ccccc1O (stereo not given) | 1.0% | 5% | 1.1 | 12% | 12% | 7% | -6.5% | -6% | -12%
Cc1nnc(NC(=O)CSc2ccccn2)s1 | 0.0% | 0% | 1.1 | 23% | 0% | -5% | 1.5% | -23% | -2%
O=C(CN1C(=O)COc2ccccc21)NCCN1CCOCC1 | -3.2% | -7% | . | 36% | . | . | . | -38% | 5%
N#CC(c1ccc(Cl)cc1)N1CCOCC1 (stereo not given) | 1.4% | -5% | 1.1 | -1% | 6% | -3% | 6.1% | -15% | -2%
N#C/C(=C\c1ccccc1Cl)C(=O)NC(=O)Oc1ccccc1 | 1.8% | 3% | 1.1 | -29% | 2% | 0% | -15% | -29% | 11%

(listing goes on)
SMILES | KOR beta-arrestin-1 | LYP phosphatase | TNAP activators | KOR beta-arrestin-2 | PMI inhibition | human PMI inhibition | XIAP displacement | NOD1 NF-kB reporter | HEK293 NOD2/NF-kB
CCOc1ccccc1NC(=O)CSc1nnc(CNC(=O)COc2ccc(Cl)cc2)o1 | 0.3% | 2% | 1.2 | -14% | 3% | 1% | -3.0% | -11% | 9%
CC(C)(C)NCCCOc1ccc(Cl)cc1C(C)(C)C | 13% | -7% | 1 | -20% | 12% | 12% | -3.4% | 27% | -2%
CCOC(=O)C(C)Sc1nc2c([nH]c3ccccc32)c(=O)n1C (stereo not given) | 4.5% | -7% | 1.1 | 15% | 1% | -2% | -5.0% | -16% | 13%
CCOC(=O)Cc1csc(NC(=O)c2ccc([N+](=O)[O-])cc2[N+](=O)[O-])n1 | -1.8% | -9% | . | -8% | . | . | . | -14% | 16%
O=C(Cn1ncc2c([nH]c3ccccc32)c1=O)N1CCCCC1 | 2.1% | -7% | . | -55% | . | . | . | -12% | 7%
COc1cccc(C(=O)NCCNC(=O)c2cnccn2)c1 | -6.6% | -4% | . | 5% | . | . | . | -22% | 6%
C=CCn1c(C)cc(-c2csc(NCC)n2)c1C | -9.5% | -4% | 1.1 | 16% | -46% | -57% | -5.6% | -14% | 3%
COc1cccc(CNc2ccc(C)c(Cl)c2)c1 | 0.8% | 10% | 1.1 | -15% | 20% | 12% | -7.0% | -19% | -17%
C/C(CC(=O)NC(C)(C)C)=N\NC(N)=S | -0.8% | -8% | 1 | -1% | 5% | 14% | -3.6% | -25% | 10%
CC(C)(C)CC(=O)Nc1nnc(SCC(=O)Nc2ccccc2F)s1 | -1.9% | -1% | 1 | 19% | 4% | 1% | -1.9% | 6% | -12%
CC(=O)c1ccc(N2CCN(c3ncccn3)CC2)cc1 | 4.3% | 4% | . | -6% | . | . | . | -43% | -35%
COC(=O)C(C)N(C(=O)c1ccc(Cl)cc1)c1c(C)cccc1C (stereo not given) | -3.8% | 4% | 0.8 | 24% | -9% | -6% | -6.3% | -2% | -46%
COC(=O)c1ccc(NC(=O)CCN2CCN(c3ccccc3)CC2)cc1 | 5.9% | -12% | 1.1 | -4% | -4% | -7% | -3.2% | 11% | 8%
Nc1nc(SCC(=O)c2ccc(F)cc2)n[nH]1 | 1.2% | -1% | 1.1 | -19% | 9% | 29% | -25% | -29% | -9%
O=C(CCCN1C(=O)/C(=C\c2cccs2)SC1=S)Nc1ccccn1 | -5.8% | 0% | 1.1 | -15%[20 µM] | 3% | 11% | -2.1% | 4% | 18%
CCOC(=O)COc1c(OC)cc(Cl)cc1C1Nc2ccccc2C(=O)N1c1ccccc1 (stereo not given) | 0.9% | -6% | 1.1 | -18% | 4% | 4% | -3.5% | -12% | -4%
COC(=O)c1ccccc1N(Cc1ccccc1)S(C)(=O)=O | 17% | -8% | 1.1 | 14% | 6% | 0% | -2.1% | -2% | 11%
O=C(NCCN1CCOCC1)c1ccc2c(c1)N(Cc1ccc(Cl)cc1)C(=O)CS2 | -3.7% | -6% | . | -4% | . | . | . | -19% | 18%
O=C(Nc1ccccc1)c1cn2ccccc2n1 | 1.6% | -11% | . | -12% | . | . | . | 1% | -68%
COCCCNC(=O)c1ccc(CNS(=O)(=O)c2ccc(NC(C)=O)cc2)cc1 | -5.0% | -10% | 1.1 | 3% | -2% | -11% | 1.3% | -1% | 17%
COc1cc2c(C(=O)N(C)c3cc(Cl)ccc3OC)cn(C)c(=O)c2cc1OC | -3.4% | -4% | . | 12% | . | . | . | -11% | 0%
COCCn1c(=O)c2c(nc3n2CCCN3CCc2ccccc2)n(C)c1=O | -5.1% | -4% | . | -17% | . | . | . | 0% | 3%
COc1cccc(/C=N/Nc2nc(N3CCCC3)nc(N3CCCC3)n2)c1O | 3.4% | 2% | 1.1 | -32% | 30% | 25% | -5.2% | 29% | 2%
CNc1nc(Nc2ccc(C)c(Cl)c2)c2cnn(C)c2n1 | 7.0% | 0% | . | -15% | . | . | . | 2% | 34%
Nc1c(S(=O)(=O)c2cccs2)c2nc3ccccc3nc2n1Cc1ccc2c(c1)OCO2 | -0.1% | -5% | 1.1 | -5% | 25% | 19% | -4.0% | -5% | -5%

Additional compounds.
SMILES | KOR beta-arrestin-1 | LYP phosphatase | TNAP activators | KOR beta-arrestin-2 | PMI inhibition | human PMI inhibition | XIAP displacement | NOD1 NF-kB reporter | HEK293 NOD2/NF-kB
C/C(=N\NC(N)=S)c1ccc2c(c1)OCCO2 | 0.5% | -1% | . | -19% | . | . | . | -13% | -35%
CCOc1c(Br)cc(/C=C(\C#N)C(=O)NC2CC2)cc1OC | -1.3% | -4% | . | -17% | . | . | . | -10% | -7%
C[C@@H]1C[C@H]2[C@@H]3CCC4=CC(=O)C=C[C@]4(C)[C@@]3(F)[C@@H](O)C[C@]2(C)[C@H]1C(=O)CO | -0.1% | -2% | 1.1 | -26% | -21% | -27% | -3.3% | -9% | 21%
COc1cc(C)ccc1OCc1cc(C(=O)NCCN2CCOCC2)no1 | 1.8% | -7% | . | 22% | . | . | . | -89% | -45%
C[C@@H]1CCC(=O)N(CC[C@H](Sc2ccccc2)c2ccccc2)CC1 | -1.2% | -19% | . | 0%[20 µM] | . | . | . | 11% | 11%
CCC/C(=N/NC(=O)c1ccc2c(c1)OCO2)c1cccs1 | -0.9% | -1% | 1.1 | 6% | -7% | -3% | 0.9% | -13% | -72%
CCOC(=O)N1CCN(C(=O)CCN2C(=O)/C(=C\c3ccccc3OC)SC2=S)CC1 | 0.6% | -1% | . | -11% | . | . | . | -2% | -6%
Clc1ccc(CNc2ccc3nnc(-c4ccccc4)n3n2)cc1 | -2.9% | -4% | 1.1 | -7% | -5% | -2% | -0.5% | -20% | 9%
CCNc1cc2n(c(=O)n1)CCc1cc(OC)c(OC)cc1-2 | -1.5% | -4% | 1.1 | -10% | 8% | 0% | -0.2% | -20% | 1%
FC(F)(F)c1nc(NCc2cccnc2)c2ccccc2n1 | 9.3% | -6% | . | -41% | . | . | . | 14% | 14%
CCOc1ccccc1N1CCN(CC(O)COC2CCCc3ccccc32)CC1 (stereo not given) | -1.3% | -6% | . | -7% | . | . | . | -13% | -1%
Cc1cccc2c1N(C)C(=O)C2=O | -3.3% | -7% | 1 | -23% | 17% | 1% | -11% | -5% | 17%
S=C(Nc1cccc(Cl)c1)Nc1ccc2cn[nH]c2c1 | 0.8% | -1% | 1.5 | 19% | 42% | 36% | -6.0% | -27% | 0%
CCCCNC(=O)Nc1nnc(C(C)(C)C)s1 | -2.7% | -8% | . | 10% | . | . | . | 2% | -17%
COc1ccc2nc(N3CCCC(O)C3)c(C#N)cc2c1 (stereo not given) | -5.3% | -10% | 1.2 | 17% | 21% | -7% | -3.0% | -28% | -16%

Quoted at random: 3 compounds from above
SMILES | KOR beta-arrestin-1 | LYP phosphatase | TNAP activators | KOR beta-arrestin-2 | PMI inhibition | human PMI inhibition | XIAP displacement | NOD1 NF-kB reporter | HEK293 NOD2/NF-kB
N#C/C(=C\c1ccccc1Cl)C(=O)NC(=O)Oc1ccccc1 | 1.8% | 3% | 1.1 | -29% | 2% | 0% | -15% | -29% | 11%
CCOc1ccccc1NC(=O)CSc1nnc(CNC(=O)COc2ccc(Cl)cc2)o1 | 0.3% | 2% | 1.2 | -14% | 3% | 1% | -3.0% | -11% | 9%
CC(=O)c1ccc(N2CCN(c3ncccn3)CC2)cc1 | 4.3% | 4% | . | -6% | . | . | . | -43% | -35%

High-throughput results as filed in PubChem.
